PKA kinase inh: inhibitors of human protein kinase A; 0.1% of 65,000 active; inhibition, % at 6 µM; P17612; AID 524; PKA Kemptide phosphorylation, Kinase-Glo ATP luminescence;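 active = inhibition above the screen-wide mean inhibition plus 3 SD, cut at about 21% in these data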; note: many of its hits are not listed in these tables
FXIa inh mix: blocks human factor XIa in pooled compound mixtures | 0.19% of 62,000 active | P03951 | inhibition, % at 5 µM | purified FXIa, fluorogenic substrate;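 note: each value is inhibition by a whole ten-compound pool holding the compound; 0% = enzyme with no mixture and 100% = wells lacking enzyme; strong numbers were not always called active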
Target sequence (P03951 19-387 limits assumed): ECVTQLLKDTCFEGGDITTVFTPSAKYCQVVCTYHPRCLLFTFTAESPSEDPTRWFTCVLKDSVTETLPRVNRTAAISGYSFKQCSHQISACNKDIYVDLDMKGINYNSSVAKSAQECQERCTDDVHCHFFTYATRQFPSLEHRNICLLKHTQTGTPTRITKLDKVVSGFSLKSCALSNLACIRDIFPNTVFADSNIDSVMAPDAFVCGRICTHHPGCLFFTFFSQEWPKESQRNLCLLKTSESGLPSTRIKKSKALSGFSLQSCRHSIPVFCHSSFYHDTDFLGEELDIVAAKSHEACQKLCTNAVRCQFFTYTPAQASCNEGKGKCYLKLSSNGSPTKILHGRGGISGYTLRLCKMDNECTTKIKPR
Target sequence (P03951 388-625 limits assumed): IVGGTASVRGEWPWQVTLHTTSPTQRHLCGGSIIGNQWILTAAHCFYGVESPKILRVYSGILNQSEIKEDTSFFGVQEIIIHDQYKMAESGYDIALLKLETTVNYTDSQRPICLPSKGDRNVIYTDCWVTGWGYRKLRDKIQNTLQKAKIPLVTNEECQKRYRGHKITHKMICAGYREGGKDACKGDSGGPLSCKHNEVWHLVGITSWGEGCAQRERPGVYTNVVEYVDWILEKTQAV
JNK3 blocker: JNK3 (human) kinase inhibition | purified JNK3 kinase activity, HTS | inhibition, % at 8 µM | 0.61% of 60,000 active | AID 746; in the data active = inhibition above about 17%;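 note: 0% = DMSO and 100% = reference inhibitor; many of its hits are not listed in these tables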
CatG inh: blocks human cathepsin G enzyme activity | inhibition, % at 5 µM (by protocol) | purified enzyme, AMC-tetrapeptide fluorescence, pooled mixtures | 0.2% of 62,000 active | P08311 | AID 581;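 active = inhibition above 20% in each of the two mixture wells holding the compound; inactive = inhibition of 20% or less in either well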;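 note: 0% = enzyme control without mixture and 100% = blank lacking enzyme; strong numbers were not always called active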
Target sequence (P08311 21-244 limits assumed): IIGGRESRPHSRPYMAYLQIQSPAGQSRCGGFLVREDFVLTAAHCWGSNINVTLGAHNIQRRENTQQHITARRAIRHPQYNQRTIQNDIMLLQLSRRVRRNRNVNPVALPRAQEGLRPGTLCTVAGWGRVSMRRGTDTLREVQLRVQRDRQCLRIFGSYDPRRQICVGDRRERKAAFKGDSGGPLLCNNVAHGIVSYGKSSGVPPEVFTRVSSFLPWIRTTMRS
FXIIa mix inh: inhibitors of human coagulation factor XIIa, pooled mixtures; P00748; inhibition, % at 5 µM; purified FXIIa, fluorogenic substrate; 0.2% of 62,000 active;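 note: 0% = enzyme without compound and 100% = no enzyme blank; some results filed as inactive read as strong as hits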
CatL block: blocks human cathepsin L protease activity; purified cathepsin L, fluorogenic substrate, fluorescence; inhibition, %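 (tested at 10 µM)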; P07711; AID 460; 0.17% of 58,000 active; in the data active = inhibition above about 45%;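 note: 0% = enzyme with no compound and 100% = no enzyme blank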
ROCK2 blocker: ROCK2 (human) kinase inhibition | 0.35% of 60,000 active | purified ROCK2, Kinase-Glo ATP depletion luminescence | AID 604 | inhibition, % at 6 µM | O75116;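 active = inhibition above the screen-wide mean inhibition plus 3 SD, cut at about 18% in these data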;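 note: plate controls were DMSO wells for no effect and Y-27632 control wells after no-enzyme background subtraction for full effect; many of its hits are not listed in these tables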
CatS block: human cathepsin S inhibition | P25774 | recombinant cathepsin S, AMC dipeptide fluorescence, pooled mixtures | inhibition, %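 (tested at 5 µM per compound within 10-compound mixtures)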 | 0.06% of 62,000 active | AID 501; in the data active = inhibition above about 32%, passing the limit was not always enough; inconclusive = no clear call, values can overlap the other calls;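 note: 0% = enzyme without compound and 100% = blank without enzyme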
Target sequence (P25774 115-331 limits assumed): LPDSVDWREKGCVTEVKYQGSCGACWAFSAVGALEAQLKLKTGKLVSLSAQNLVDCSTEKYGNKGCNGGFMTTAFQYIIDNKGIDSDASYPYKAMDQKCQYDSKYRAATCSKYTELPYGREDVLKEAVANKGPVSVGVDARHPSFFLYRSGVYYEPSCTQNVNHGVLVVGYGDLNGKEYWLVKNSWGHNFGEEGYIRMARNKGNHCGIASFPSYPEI
C1s block: blocks human complement C1s protease activity; mean inhibition % of two 10-compound mixtures (active compounds read high), % at 5 µM (by protocol); 0.16% of 62,000 active; P09871; purified C1s, fluorogenic AMC substrate, pooled mixtures;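 active = inhibition above 20% in each of the two 10-compound mixture wells holding the compound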;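 note: 0% = enzyme wells lacking compound mixture and 100% = no-enzyme blank wells; some compounds called inactive have numbers as strong as hits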
* marks the source's active call; other numbers are inactive results; ? = inconclusive; nt = no result given. Cut-off read from the data, not from the text of the source, unless noted: active = inhibition above about 20% (passing the limit was not always enough); inactive = the rest.

structure	PKA kinase inh	FXIa inh mix	JNK3 blocker	CatG inh	FXIIa mix inh	CatL block	ROCK2 blocker	CatS block	C1s block
COc1ccccc1-c1noc(-c2ccccc2)n1	-7	1	2	9	-14	4	-4	14	1
CCOCC(=O)Nc1nc2ccc(OCC)cc2s1	-2	5	-5	-5	-10	-1	0	2	3
Cc1cc(C)c(C#N)c(SCC(=O)N2CCCCC2)n1	-4	9	-7	3	-19	-7	-2	7	0
COc1ccc(CCCC(=O)O)c(C)c1	3	12	-5	1	-22	12	10	1	2
CC(=O)NC(CCS(C)(=O)=O)C(=O)Nc1ccc(C)c(F)c1 (centres undefined)	7	0	-1	-9	6	-1	11	-1	-32
CN(C)c1ccc(C(=S)N2CCN(c3ccccc3)CC2)cc1	-3	-2	0	8	6	-14	-11	-1	-2
Cc1cccc(Nc2nnc(SCc3cn4ccsc4n3)s2)c1	4	9	8	1	1	1	3	19	3
CCOC(=O)c1cnn(-c2ccccc2)c1NC(=O)c1cccs1	-4	5	1	5	2	8	0	8	3
CN(C)c1ccc(-c2noc(C3CCN(S(=O)(=O)c4cccc(Cl)c4)CC3)n2)cc1	10	-3	nt	-1	-8	nt	nt	0	2
Cc1sc(NC(=O)CSc2nnc3scc(-c4ccccc4)n23)c(C#N)c1C	6	3	0	3	-3	8	2	-7	8
N#Cc1nc(-c2ccco2)oc1N1CCN(c2ccccc2)CC1	5	6	3	-2	4	-15	4	-6	-4
CCOC(=O)CSc1nc(N(C)C)nc(N(C)C#N)n1	9	nt	-1	nt	nt	10	11	nt	nt
COc1ccc2[nH]cc(C(=O)CN3CCCCC3)c2c1	10	1	-1	-2	1	33	6	4	5
O=C(c1cnc2sccn2c1=O)N1CCc2ccccc2C1	1	-6	3	1	4	9	1	-4	-3
O=C(NC1CCCCCC1)C1c2ccccc2C(=O)N1Cc1cccnc1 (centres undefined)	8	6	1	-4	-16	3	6	-7	-14
COc1ccccc1S(=O)(=O)Cc1ccc(C(=O)N2CCOCC2)o1	-4	-2	-9	12	0	-1	-3	29	3
COc1ccc(-c2noc(CN(C(=O)c3c(-c4ccccc4Cl)noc3C)C(C)C)n2)cc1	2	-3	1	-13	5	17	3	0	-11
CCOC(=O)c1c(NC(=O)c2nc3n(n2)C(C(F)F)CC(C)N3)sc2c1CCCC2 (centres undefined)	0	4	9	9	10	-67	8	1	2
CN1CCc2nc(SCCOc3ccccc3)c(C#N)cc2C1	4	-12	-6	-11	17	1	6	-9	-106
Cn1c(=O)c2cn(-c3cccc4ccccc34)cc2n(C)c1=O	4	11	6	7	2	7	8	-3	9
O=C(NC1CCCC1)c1ccc(CS(=O)(=O)c2ccc(Br)cc2)o1	-14	13	2	11	4	nt	-7	-4	17
CCOC(=O)Cc1csc(NC(=O)C(C)(C)C)n1	2	1	2	-4	4	nt	2	1	-28
CCC(c1nnnn1Cc1ccc2c(c1)OCO2)N1CCN(c2ccc(OC)cc2)CC1 (centres undefined)	10	10	-4	10	2	-4	3	-2	2
CC(C)c1nc2oc3c(NCc4cccnc4)ncnc3c2c2c1CCC2	-15	7	-1	6	-25	-5	-12	-8	10
CCOC(=O)Cc1csc(NC(=O)CSc2nnc(-c3ccc(C)cc3)o2)n1	2	2	-2	7	0	14	2	?	10
Cc1cccc(N)c1SC1CCCCC1O (centres undefined)	0	nt	4	nt	nt	-2	-5	nt	nt
COc1ccccc1N1CCN(CC(O)COc2ccc3c(C)cc(=O)oc3c2)CC1 (centres undefined)	0	-20	nt	-16	-26	7	nt	3	-56
Cc1ccc(CNC(=O)CN2C(=O)COc3ccc(C)cc32)cc1	12	8	3	8	3	2	5	-3	10
O=C(C1CCC1)N1CCN(Cc2ccccc2)CC1	1	1	nt	3	5	nt	nt	-18	5
C=CCNCc1cccn1-c1sc2c(c1C#N)CCCC2	nt	10	nt	10	6	37	nt	12	16

In a second layout: results already given.
Cc1cccc(N)c1SC1CCCCC1O (centres undefined)
  PKA kinase inh: 0; FXIa inh mix: nt; JNK3 blocker: 4; CatG inh: nt; FXIIa mix inh: nt; CatL block: -2; ROCK2 blocker: -5; CatS block: nt; C1s block: nt

COc1ccccc1N1CCN(CC(O)COc2ccc3c(C)cc(=O)oc3c2)CC1 (centres undefined)
  PKA kinase inh: 0; FXIa inh mix: -20; JNK3 blocker: nt; CatG inh: -16; FXIIa mix inh: -26; CatL block: 7; ROCK2 blocker: nt; CatS block: 3; C1s block: -56

Cc1ccc(CNC(=O)CN2C(=O)COc3ccc(C)cc32)cc1
  PKA kinase inh: 12; FXIa inh mix: 8; JNK3 blocker: 3; CatG inh: 8; FXIIa mix inh: 3; CatL block: 2; ROCK2 blocker: 5; CatS block: -3; C1s block: 10

O=C(C1CCC1)N1CCN(Cc2ccccc2)CC1
  PKA kinase inh: 1; FXIa inh mix: 1; JNK3 blocker: nt; CatG inh: 3; FXIIa mix inh: 5; CatL block: nt; ROCK2 blocker: nt; CatS block: -18; C1s block: 5

Next compounds:
structure	PKA kinase inh	FXIa inh mix	JNK3 blocker	CatG inh	FXIIa mix inh	CatL block	ROCK2 blocker	CatS block	C1s block
COc1ccc(-n2c(Cc3cccn3C)nnc2SCC(=O)Nc2ccccc2)cc1	1	13	3	4	8	27	6	8	-4
COCCn1c(SCc2ccccc2Cl)nc2c1c(=O)[nH]c(=O)n2C	0	5	2	5	4	-10	8	-8	2
COc1cccc(NC(=O)Cn2c(SCC(=O)N3CCOCC3)nc3ccccc32)c1	12	0	0	-4	-1	10	1	-5	-6
CCCCn1c(CCCNC(=O)CC)nc2ccccc21	2	5	-17	8	10	nt	1	5	-26
O=C(OCC#CCSc1nc2ccccc2o1)c1ccco1	-7	11	-8	-3	-16	9	-7	17	-6
O=C(NCc1cccnc1)C1c2ccccc2C(=O)N1C1CCCCCCC1 (centres undefined)	9	3	-2	-11	12	-2	5	-4	-35
CCCCCC(=O)N(O)C1CC(=O)N(c2ccccc2)C1=O (centres undefined)	4	4	0	-32	-1	7	1	-2	1
CCOc1ccc(NC(=O)C(C)Sc2nnc(C)n2C)cc1 (centres undefined)	-13	2	14	-6	-1	16	-11	12	-9
COc1c(Cl)ccc(Cl)c1C(=O)NC(=O)N1CCOCC1	7	-2	-4	2	-14	-5	5	3	2
Cc1cc(C)nc(N2CCN(c3nc(C)cc(C)n3)CC2)n1	6	-5	-3	7	3	3	6	5	-1
COc1ccccc1C(=O)NCCN1CCN(C(=O)c2ccccc2OC)CC1	10	-5	-1	7	0	-6	9	3	1
O=C(NCc1cccnc1)c1cc(S(=O)(=O)N2CCCCC2)ccc1Cl	5	5	-3	-13	0	6	-12	-7	-60
CCc1ccc2c(c1)c1nc(C)sc1n2CC	8	-1	-2	4	9	-4	9	-16	-16
COc1ccc(NC(=O)Nc2ccccc2C(=O)N2CCCC2)cc1	9	4	-7	6	11	nt	6	6	0
CCN(CC)S(=O)(=O)N1CCC(C(=O)NC2CCCc3ccccc32)CC1 (centres undefined)	6	-21	9	-19	-15	0	5	-10	-63

Later entries:
| smiles | PKA kinase inh | FXIa inh mix | JNK3 blocker | CatG inh | FXIIa mix inh | CatL block | ROCK2 blocker | CatS block | C1s block |
| --- | --- | --- | --- | --- | --- | --- | --- | --- | --- |
| CC(=O)N1CC=C2C(C#N)=C(N)C(C#N)(C#N)C(CCc3ccccc3)C2C1 (centres undefined) | 9 | -2 | 10 | 7 | 5 | 0 | 5 | -3 | -5 |
| COCCNc1ncnc2nc[nH]c12 | 3 | 3 | nt | -3 | 9 | -7 | nt | -5 | -3 |
| N#Cc1ccc(-c2ccco2)nc1SCC(=O)c1ccc(Cl)cc1 | 6 | nt | 1 | nt | nt | -1 | 4 | nt | nt |
| Cc1ccc(-n2c(=O)cc(N3CCC(C)CC3)[nH]c2=O)cc1 | 1 | 7 | nt | 11 | -16 | -7 | nt | -1 | 15 |
| Cc1ccc2c(C)[nH]c(=O)cc2c1 | 10 | 11 | -4 | 1 | 8 | 19 | 9 | 4 | 2 |
| Cc1[nH]c(=O)[nH]c1CN1CCCCC1 | 5 | 2 | 3 | 5 | 4 | 14 | 2 | 3 | -5 |
| O=C1CC(c2ccc(Cl)cc2)n2nc(N3C(=O)c4ccccc4C3=O)nc2N1 (centres undefined) | 9 | 8 | -2 | 11 | 1 | 4 | 7 | -2 | 11 |
| CCSc1sccc1C1C(C#N)=C(N)N(c2cccnc2)C2=C1C(=O)CC(C)(C)C2 (centres undefined) | 8 | -4 | 0 | 1 | -2 | 16 | 5 | 3 | -36 |
| Cc1cc(C(=O)Nc2ccccc2C(F)(F)F)no1 | 7 | 5 | 0 | -2 | 0 | 17 | 2 | 4 | -4 |
| Cc1ccccc1NC(=O)CSC(N)=O | -2 | 0 | nt | -6 | 2 | 11 | nt | 13 | -30 |
| CCOc1cc(-c2nc(-c3ccccc3OC)no2)cc(OCC)c1OCC | 4 | -1 | -11 | 7 | 8 | -1 | 2 | -6 | 2 |
| CC(C)(C)NC(=O)CN(Cc1cccnc1)C(=O)c1csnn1 | -8 | 6 | -9 | 0 | -14 | -3 | -15 | -5 | -3 |
| O=c1cc(N2CCc3ccccc3C2)[nH]c(=O)n1-c1ccc(Cl)cc1 | 6 | 0 | 3 | 10 | -18 | 17 | 3 | 2 | 2 |
| CCc1nnc(NC(=O)CSc2nnc(-c3ccoc3C)n2-c2ccc(C)cc2)s1 | 8 | 1 | 1 | 1 | 23 | 20 | 4 | 14 | -7 |
| CC(=O)c1cccc(NC(=O)N2CCCC2C(=O)NCc2ccc(C)cc2)c1 (centres undefined) | 7 | 8 | 3 | -1 | 16 | -3 | -4 | -7 | 4 |
| CC1=C(C(=O)Nc2ccc(F)cc2)C(c2ccncc2)C2=C(CCCC2=O)N1 (centres undefined) | 3 | 6 | 1 | 0 | 7 | -3 | 10 | -3 | 2 |
| CC(C)Cn1c(-c2cccs2)nc2nc3ccccc3nc21 | 8 | -5 | 7 | -2 | -1 | -61 | 5 | 3 | -74 |
| COc1cc(NS(=O)(=O)c2ccc3c(c2)oc(=O)n3C)cc(OC)c1OC | 10 | 2 | 0 | 1 | 7 | 16 | -2 | 4 | 4 |
| CCOC(=O)c1cccc(NS(=O)(=O)c2c(C)[nH]c(=O)[nH]c2=O)c1 | -3 | 1 | -6 | 6 | 3 | 18 | -2 | 4 | -4 |
| O=C(Nc1cnccn1)c1cccs1 | 3 | 11 | 0 | 4 | 5 | 2 | 2 | -1 | 4 |
| C=CCn1c(Sc2nnc(C)s2)nc2c1c(=O)[nH]c(=O)n2C | 4 | 2 | 2 | 9 | 4 | 6 | 10 | -5 | 2 |
| COc1ccccc1OCCCc1c(C)n[nH]c1C | -6 | 2 | -10 | 10 | 9 | 18 | 0 | 6 | 7 |
| Cn1c(=O)c2c3c(sc2n2c(SCC(N)=O)nnc12)CC(C(C)(C)C)CC3 (centres undefined) | 0 | nt | -7 | nt | nt | 23 | 2 | nt | nt |

4 entries picked at random from those above:
| smiles | PKA kinase inh | FXIa inh mix | JNK3 blocker | CatG inh | FXIIa mix inh | CatL block | ROCK2 blocker | CatS block | C1s block |
| --- | --- | --- | --- | --- | --- | --- | --- | --- | --- |
| COc1cc(NS(=O)(=O)c2ccc3c(c2)oc(=O)n3C)cc(OC)c1OC | 10 | 2 | 0 | 1 | 7 | 16 | -2 | 4 | 4 |
| COc1ccc(CCCC(=O)O)c(C)c1 | 3 | 12 | -5 | 1 | -22 | 12 | 10 | 1 | 2 |
| CCC(c1nnnn1Cc1ccc2c(c1)OCO2)N1CCN(c2ccc(OC)cc2)CC1 (centres undefined) | 10 | 10 | -4 | 10 | 2 | -4 | 3 | -2 | 2 |
| Cc1[nH]c(=O)[nH]c1CN1CCCCC1 | 5 | 2 | 3 | 5 | 4 | 14 | 2 | 3 | -5 |

Bioassay records (PubChem BioAssay)
